Source: PubChem
SENP8 inh: blocks the human protease SENP8. purified SENP8, Z-RLRGG-aminoluciferin cleavage, luminescence. hit rate 1.2% among 330,000. Q96LD8. inhibition, % at 10 µM
UBC13 inh: human UBC13 polyubiquitination inhibition. P61088. UBC13 polyubiquitin chain formation, TR-FRET. inhibition, % at 20 µM. hit rate 0.47% among 330,000. AID 485273; in the data active = inhibition above about 45%, passing the limit was not always enough
Jurkat NFkB inh: inhibitors of the PMA/ionomycin-induced NF-kB reporter in Jurkat cells | AID 435003 | PMA/ionomycin-induced NF-kB luciferase reporter, luminescence | inhibition, % at 4 µM | hit rate 0.53% among 330,000
697 NFkB inh: inhibitors of the PMA/ionomycin-induced NF-kB reporter in 697 B cells; 697 B-cell NF-kB luciferase reporter, 16 h; inhibition, % at 4 µM; hit rate 0.33% among 330,000; AID 435022; in the data active = inhibition above about 35%
CCR6 antagonist: antagonists of human CCR6 receptor | P51684 | CHO-K1 CCR6 PathHunter beta-arrestin, luminescence, CCL20-stimulated | inhibition, % at 20 µM | hit rate 0.49% among 340,000 | AID 493098;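 active = compounds whose inhibition of the agonist-driven luminescence signal at 20 µM reaches about 50%, limit read from the data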;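 also: cells stimulated with CCL20 at 14 nM final; plate controls were DMSO with CCL20 for no effect and DMSO without agonist for full effect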
EBI2 antag: EBI2 (human) antagonism. AID 651636. EBI2 beta-arrestin recruitment, luminescence, 7a,25-OHC stimulated. hit rate 0.81% among 360,000. P32249. inhibition, % at 5 µM; in the data active = inhibition above about 38%;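 also: enzyme fragment complementation signal reports receptor beta-arrestin coupling in cells; 0% = agonist plus DMSO wells and 100% = wells without agonist; some results beyond the cut were filed as inactive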
Apaf-1 inh: blocks human Apaf-1 apoptosome activity; O14727; reconstituted apoptosome caspase-3 activity, DEVD-Rh110 fluorescence; inhibition, % at 20 µM; hit rate 0.71% among 330,000; active = inhibition of at least 40% at 20 µM;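 also: plate controls were DMSO wells for no effect and DEVD-CHO caspase inhibitor wells for full effect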
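System: reconstituted apoptosome with Apaf-1, cytochrome c, caspase-9, procaspase-3, dATP; Signal: Rh110 fluorescence intensity; Schedule: 30 min compound preincubation, 50 min activation, room temperature; Reagent: cytochrome c trigger plus (Z-DEVD)2-Rh110 caspase-3 substrate.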
Gli-Sufu block: blocks Gli-Sufu signaling in a luciferase reporter; inhibition, % at 5 µM; hit rate 0.74% among 340,000; AID 588413; Sufu-KO-LIGHT fibroblasts, Gli luciferase reporter luminescence;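 active = inhibition above about 55%, limit read from the data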;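 also: 0% = DMSO-treated cells and 100% = wells with medium but no cells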
* marks the source's active call; other numbers are inactive results. Rule as the data show it, unless noted: active = inhibition above about 50%; inactive = the rest.

`CCCNc1nc(OCC(F)(F)F)nc(OCC(F)(F)F)n1` gave SENP8 inh 7, UBC13 inh 6, Jurkat NFkB inh 11, 697 NFkB inh 18, CCR6 antagonist 13, EBI2 antag -10, Apaf-1 inh -11 and Gli-Sufu block -4.
Screening CCN/N=C(\Cc1nc2ccccc2[nH]1)c1ccccc1 returned SENP8 inh -2, UBC13 inh -4, Jurkat NFkB inh -10, 697 NFkB inh 7, CCR6 antagonist 19, EBI2 antag 12, Apaf-1 inh 2 and Gli-Sufu block -20.
`Cc1ccc2cc(CCNC(=O)c3ccc4c(c3)OCO4)c(=O)[nH]c2c1` gave SENP8 inh -5, UBC13 inh -11, Jurkat NFkB inh -3, 697 NFkB inh -5, CCR6 antagonist -5, EBI2 antag -1, Apaf-1 inh 5 and Gli-Sufu block -10.
`O=C(CS(=O)(=O)c1ccccc1)NCc1ccc(Cl)cc1` gave SENP8 inh -2, UBC13 inh 0, Jurkat NFkB inh 12, 697 NFkB inh 4, CCR6 antagonist 6, EBI2 antag 5, Apaf-1 inh -1 and Gli-Sufu block -1.
Cc1ccc(S(=O)(=O)N2CCC(C(=O)NC3CCCCCC3)CC2)cc1 was read as SENP8 inh 9, UBC13 inh 7, Jurkat NFkB inh -4, 697 NFkB inh 13, CCR6 antagonist 8, EBI2 antag 2, Apaf-1 inh -2 and Gli-Sufu block 1.
COc1cccc(/C=C/C(=O)c2c(O)cc(C)oc2=O)c1O was read as SENP8 inh -4, UBC13 inh -18, Jurkat NFkB inh -7, 697 NFkB inh -3, CCR6 antagonist 8, EBI2 antag -3, Apaf-1 inh 3 and Gli-Sufu block 4.
Screening CCC(=O)NNc1nc2c(C)c(C)ccc2s1 returned SENP8 inh 0, UBC13 inh 5, Jurkat NFkB inh 15, 697 NFkB inh 14, CCR6 antagonist -14, EBI2 antag -14, Apaf-1 inh -12 and Gli-Sufu block -10.
For CN(C)CCNc1nc2c(c(=O)[nH]c(=O)n2C)n1CC(O)COc1ccc(Cl)cc1Cl (stereo unspecified) the results were SENP8 inh 3, UBC13 inh 0, Jurkat NFkB inh 11, 697 NFkB inh 22, CCR6 antagonist 7, EBI2 antag -2, Apaf-1 inh 3 and Gli-Sufu block 13.
Cc1ccc2c(COC(=O)C34CC5CC(CC(C5)C3)C4)cc(=O)oc2c1 was read as SENP8 inh -10, UBC13 inh 0, Jurkat NFkB inh -71, 697 NFkB inh -100, CCR6 antagonist -15, EBI2 antag -5, Apaf-1 inh 21 and Gli-Sufu block -34.
For Cc1nc2nc[nH]n2c(=O)c1CCOC(=O)c1c(F)cccc1F the results were SENP8 inh -9, UBC13 inh -4, Jurkat NFkB inh 2, 697 NFkB inh -5, CCR6 antagonist 8, EBI2 antag 0, Apaf-1 inh 2 and Gli-Sufu block 0.
`CC(C)(C)C(=O)N1CCN(c2ccc(NC(=O)c3ccc([N+](=O)[O-])o3)cc2)CC1` gave SENP8 inh 6, UBC13 inh -17, Jurkat NFkB inh 28, 697 NFkB inh -4, CCR6 antagonist -25, EBI2 antag -3, Apaf-1 inh 1 and Gli-Sufu block -5.
For COc1ccc(S(=O)(=O)Nc2ccc(-c3ccc4nncn4n3)cc2)c(OC)c1 the results were SENP8 inh -6, UBC13 inh 0, Jurkat NFkB inh 7, 697 NFkB inh 30, CCR6 antagonist -3, EBI2 antag -9, Apaf-1 inh 10 and Gli-Sufu block -2.
Screening O=C1c2cccc3cccc(c23)C(=O)N1CCCSc1ncn[nH]1 returned SENP8 inh -5, UBC13 inh 36, Jurkat NFkB inh 0, 697 NFkB inh 1, CCR6 antagonist 11, EBI2 antag -10, Apaf-1 inh -2 and Gli-Sufu block 6.
For CCN(CC)S(=O)(=O)c1ccc(Cl)c(NC(=O)COC(=O)c2cccn2C)c1 the results were SENP8 inh -11, UBC13 inh -8, Jurkat NFkB inh -9, 697 NFkB inh 5, CCR6 antagonist 16, EBI2 antag -3, Apaf-1 inh 14 and Gli-Sufu block 1.
Screening Cc1oc(-c2ccc3c(c2)OCCO3)cc1C(=O)NC(CCC(=O)O)C(=O)O (stereo unspecified) returned SENP8 inh 3, UBC13 inh 5, Jurkat NFkB inh -3, 697 NFkB inh 13, CCR6 antagonist 15, EBI2 antag -1, Apaf-1 inh 4 and Gli-Sufu block -4.
`Cc1c(-n2c(SCC(N)=O)nc3ccccc3c2=O)c(=O)n(-c2ccccc2)n1C` gave SENP8 inh 6, UBC13 inh 3, Jurkat NFkB inh 3, 697 NFkB inh 8, CCR6 antagonist -8, EBI2 antag -10, Apaf-1 inh -6 and Gli-Sufu block -1.
Cc1cc(C)nc(N/N=C/c2ccco2)n1 was read as SENP8 inh 0, UBC13 inh -7, Jurkat NFkB inh -4, 697 NFkB inh -2, CCR6 antagonist 3, EBI2 antag -22, Apaf-1 inh -22 and Gli-Sufu block -4.
For CC(C)CC(OC(=O)c1nsc(Cl)c1Cl)C(=O)NCc1cccs1 (stereo unspecified) the results were SENP8 inh -4, UBC13 inh -10, Jurkat NFkB inh -1, 697 NFkB inh -1, CCR6 antagonist 2, EBI2 antag -6, Apaf-1 inh 5 and Gli-Sufu block 1.
`Cc1ccc(S(=O)(=O)Nc2ccc(N3CCCCC3)cc2)cc1` gave SENP8 inh -5, UBC13 inh 9, Jurkat NFkB inh -1, 697 NFkB inh 7, CCR6 antagonist 1, EBI2 antag 0, Apaf-1 inh 10 and Gli-Sufu block 7.
Screening CCCCOC(=O)CSc1nc(N)c(C#N)c(-c2ccc(OC)cc2)c1C#N returned SENP8 inh -4, UBC13 inh 18, Jurkat NFkB inh 0, 697 NFkB inh -3, CCR6 antagonist 11, EBI2 antag 22, Apaf-1 inh 27 and Gli-Sufu block 0.
For CC(=O)/C(=N\Nc1ccccc1Cl)Sc1nnc(-c2ccccc2)n1-c1ccccc1 the results were SENP8 inh 0, UBC13 inh -11, Jurkat NFkB inh -16, 697 NFkB inh -15, CCR6 antagonist 11, EBI2 antag 13, Apaf-1 inh 10 and Gli-Sufu block 19.
Screening C/C=C/c1ccc(OCC(O)CNCC(c2ccc(OC)cc2)N(C)C)c(OC)c1 (stereo unspecified) returned SENP8 inh 2, UBC13 inh 11, Jurkat NFkB inh 13, 697 NFkB inh 17, CCR6 antagonist 10, EBI2 antag 0, Apaf-1 inh 2 and Gli-Sufu block 0.
COC(=O)c1cccc(C23CC4(C2)[C@H](CN(Cc2cccnc2)[C@@H]4c2ccccc2)C3c2ccc(C(F)(F)F)cc2)c1 (stereo partly specified) was read as SENP8 inh 7, UBC13 inh -25, Jurkat NFkB inh 15, 697 NFkB inh -2, CCR6 antagonist 4, Apaf-1 inh 27 and Gli-Sufu block 16.
For CCOC(=O)Cn1c(C(C)=O)nc2ccccc21 the results were SENP8 inh 3, UBC13 inh 6, Jurkat NFkB inh -1, 697 NFkB inh 23, CCR6 antagonist 9, EBI2 antag -2, Apaf-1 inh -1 and Gli-Sufu block 5.

The last 3 compounds of the section above come first, to join the parts:
Screening C/C=C/c1ccc(OCC(O)CNCC(c2ccc(OC)cc2)N(C)C)c(OC)c1 (stereo unspecified) returned SENP8 inh 2, UBC13 inh 11, Jurkat NFkB inh 13, 697 NFkB inh 17, CCR6 antagonist 10, EBI2 antag 0, Apaf-1 inh 2 and Gli-Sufu block 0.
COC(=O)c1cccc(C23CC4(C2)[C@H](CN(Cc2cccnc2)[C@@H]4c2ccccc2)C3c2ccc(C(F)(F)F)cc2)c1 (stereo partly specified) was read as SENP8 inh 7, UBC13 inh -25, Jurkat NFkB inh 15, 697 NFkB inh -2, CCR6 antagonist 4, Apaf-1 inh 27 and Gli-Sufu block 16.
For CCOC(=O)Cn1c(C(C)=O)nc2ccccc21 the results were SENP8 inh 3, UBC13 inh 6, Jurkat NFkB inh -1, 697 NFkB inh 23, CCR6 antagonist 9, EBI2 antag -2, Apaf-1 inh -1 and Gli-Sufu block 5.
`COc1cc(NC(=O)CSc2nnnn2Cc2ccc3c(c2)OCO3)cc(OC)c1` gave SENP8 inh -3, UBC13 inh 9, Jurkat NFkB inh 5, 697 NFkB inh 16, CCR6 antagonist -4, EBI2 antag 7, Apaf-1 inh 2 and Gli-Sufu block -27.
Screening COc1ccc(-n2c(Cn3c(=O)sc4ccccc43)nnc2SCC(=O)N2CCOCC2)cc1 returned SENP8 inh 0, UBC13 inh 1, Jurkat NFkB inh 11, 697 NFkB inh -2, CCR6 antagonist -3, EBI2 antag -1, Apaf-1 inh -3 and Gli-Sufu block 1.
For O=C(CCC(=O)Nc1ccc(F)cc1)N/N=C/c1ccc(O)cc1O the results were SENP8 inh 2, UBC13 inh 17, Jurkat NFkB inh -6, 697 NFkB inh 8, CCR6 antagonist 15, EBI2 antag 9, Apaf-1 inh 3 and Gli-Sufu block 39.
`O=S(=O)(NC12CC3CC(CC(C3)C1)C2)c1ccc(F)cc1` gave SENP8 inh -9, UBC13 inh 2, Jurkat NFkB inh -10, 697 NFkB inh -1, CCR6 antagonist 9, EBI2 antag -14, Apaf-1 inh 7 and Gli-Sufu block -22.
CCOc1cc(CN2CCCC(C(=O)c3cccc(C(F)(F)F)c3)C2)ccc1O (stereo unspecified) was read as SENP8 inh -3, UBC13 inh 8, Jurkat NFkB inh 4, 697 NFkB inh 11, CCR6 antagonist 9, EBI2 antag 8, Apaf-1 inh -3 and Gli-Sufu block 31.
Screening COc1cc(NC(=O)c2ccc3c(c2)OCCO3)ccc1NC(=O)c1ccco1 returned SENP8 inh 6, UBC13 inh 8, Jurkat NFkB inh -19, 697 NFkB inh 4, CCR6 antagonist 7, EBI2 antag 0, Apaf-1 inh 3 and Gli-Sufu block -1.
`Cc1cc(NS(=O)(=O)c2ccc(NC(=O)c3cnc(Cl)c(Cl)c3)cc2)nc(C)n1` gave SENP8 inh -4, UBC13 inh 0, Jurkat NFkB inh 13, 697 NFkB inh 14, CCR6 antagonist 0, EBI2 antag 11, Apaf-1 inh -4 and Gli-Sufu block 6.
Screening CCOC(=O)N1CCC(N2Cc3cccc(C(=O)NCc4ccccn4)c3C2=O)CC1 returned SENP8 inh -11, UBC13 inh -5, Jurkat NFkB inh -11, 697 NFkB inh -10, CCR6 antagonist 8, EBI2 antag -3, Apaf-1 inh 16 and Gli-Sufu block 5.
Screening Cc1ccc(C(=O)OCC(=O)N2CCCC2)cc1 returned SENP8 inh -7, UBC13 inh 3, Jurkat NFkB inh -25, 697 NFkB inh -16, CCR6 antagonist 7, EBI2 antag -1, Apaf-1 inh 7 and Gli-Sufu block 47.
`N#CNc1nc(O)cc(=O)[nH]1` gave SENP8 inh 7, UBC13 inh -17, Jurkat NFkB inh -6, 697 NFkB inh -9, CCR6 antagonist -6, EBI2 antag -3, Apaf-1 inh 3 and Gli-Sufu block 4.
For CN(C)S(=O)(=O)c1ccc(NC(=O)c2ccc3ncsc3c2)cc1 the results were SENP8 inh -3, UBC13 inh 20, Jurkat NFkB inh 0, 697 NFkB inh -54, CCR6 antagonist 2, Apaf-1 inh -18 and Gli-Sufu block -21.
`N#C/C(=C(/O)COc1cccc2ccccc12)c1nc2ccccc2[nH]1` gave SENP8 inh -5, UBC13 inh -12, Jurkat NFkB inh -6, 697 NFkB inh -2, CCR6 antagonist 10, EBI2 antag 9, Apaf-1 inh 5 and Gli-Sufu block 10.
Cc1ccc(Cl)cc1N1CCN(CC(O)COCc2ccco2)CC1 (stereo unspecified) was read as SENP8 inh 0, UBC13 inh -5, Jurkat NFkB inh -9, 697 NFkB inh -53, CCR6 antagonist 9, EBI2 antag -3, Apaf-1 inh 6 and Gli-Sufu block -17.
Screening CCc1ccc(NC(=O)CSc2ccc(-c3sc(C)nc3C)nn2)cc1 returned SENP8 inh 2, UBC13 inh 0, Jurkat NFkB inh 17, 697 NFkB inh -10, CCR6 antagonist 3, EBI2 antag 5, Apaf-1 inh -3 and Gli-Sufu block 9.
Screening COc1ccc(N(CC(=O)NCc2ccncc2)S(=O)(=O)c2ccccc2[N+](=O)[O-])c(OC)c1 returned SENP8 inh -8, UBC13 inh -7, Jurkat NFkB inh 3, 697 NFkB inh 9, CCR6 antagonist 10, EBI2 antag -3, Apaf-1 inh 2 and Gli-Sufu block 2.
`COC(=O)c1ccc(CNC(=O)c2cc3ccccc3oc2=O)cc1` gave SENP8 inh 8, UBC13 inh -5, Jurkat NFkB inh -17, 697 NFkB inh 23, CCR6 antagonist 11, EBI2 antag 9, Apaf-1 inh -3 and Gli-Sufu block -6.

These rows are one share of the data; the hit share may differ from the screen's.
